Assay outcomes deposited in PubChem by National Center for Advancing Translational Sciences (NCATS).
15-hLO-2 inh = blocks human 15-lipoxygenase 2 activity; O15296; purified 15hLO-2, xylenol orange hydroperoxide absorbance; Potency, µM (series often up to 57.1 µM), without a hit: at the top dose activity change, negative = inhibition, hits mostly inhibitors; hit rate 0.56% among 110,000; AID 881; note: potency is the fitted concentration of half-maximal effect; nearly all actives have a fitted effect of over 60% in size; many of its hits are not listed in these tables
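Purified human 15hLO-2 (50 nM) preincubated 15 min with compound, then 45 uM arachidonic acid for 90 min at RT in 25 mM Hepes pH 7.5, 0.01% Triton X-100. Hydroperoxide detected by Fe-xylenol orange; 573/405 nm absorbance ratio.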
IMPase cell inh = IMPase inhibition in cells. CHO-M1 cells, IP1 accumulation, HTRF TR-FRET ratio. inhibition (IP1 accumulation), % at 46.1 µM. 120,000 tested, under 10 active; active = well fitted curve in the direction sought with a large enough effect in the signal ratio, not every such curve was filed as active; inconclusive = small, poorly fitted or top-dose-only effect, or a change in a side signal; inactive = no such curve, though single readings can be large or run the other way; the % refers to the signal ratio;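 note: cells stimulated with carbachol in lithium chloride buffer; plate controls were DMSO basal wells for no effect and reference inhibitor wells for full effect; higher means more IMPase inhibition seen as more IP1 and lower FRET ratio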
Target sequence (P97697 whole entry, looked up): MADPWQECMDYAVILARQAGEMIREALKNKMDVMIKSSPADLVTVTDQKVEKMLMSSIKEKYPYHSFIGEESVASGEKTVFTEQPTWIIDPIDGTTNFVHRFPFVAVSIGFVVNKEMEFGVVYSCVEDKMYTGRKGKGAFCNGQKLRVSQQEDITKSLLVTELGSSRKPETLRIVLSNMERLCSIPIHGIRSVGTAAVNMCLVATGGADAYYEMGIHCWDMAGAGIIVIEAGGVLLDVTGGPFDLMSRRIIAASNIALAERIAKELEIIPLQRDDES
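Carbachol-driven Gq signalling in CHO-M1 cells (2000/well) generates IP1. Compounds that block IMPase raise IP1 and so reduce the FRET signal from Eu-anti-IP1 and d2-IP1 after a 10 min room-temperature lysis.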
PNC assembly inh = inhibitors of perinucleolar compartment assembly; PC3M PTB-GFP, PNC prevalence imaging, 16 h; stronger effect = lower value; hit rate 3.1% among 140,000; activity change (PNC), negative = inhibition, % at 10 µM; AID 2417;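 active = readout at or below -70, meaning at least 70% loss of cells showing the perinucleolar compartment, a nuclear body marking cancer cells; inconclusive = readout between -30 and a set limit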;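 note: plate controls were DMSO wells for no effect and camptothecin positive control wells for full effect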
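PC3M cells stably expressing PTB-GFP, 750–1000 cells/well, treated 16 h at 37 °C with compound (23 nl of library stock), in duplicate. After paraformaldehyde fixation and Hoechst stain, imaged at 20x; PNC prevalence scored by image analysis.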
12-hLO inh = inhibitors of human 12-lipoxygenase (ALOX12). P18054. Potency, µM (series often up to 57.1 µM), for inactives: at the highest dose activity change, negative = inhibition, most hits filed as inhibitors. hit rate 0.12% among 150,000. purified 12-hLO, xylenol orange hydroperoxide absorbance. AID 1452; note: potency is the fitted concentration of half-maximal effect; nearly all actives have a fitted effect of over 55% in size; many of its hits are not listed in these tables
Target sequence (P18054 whole entry, looked up): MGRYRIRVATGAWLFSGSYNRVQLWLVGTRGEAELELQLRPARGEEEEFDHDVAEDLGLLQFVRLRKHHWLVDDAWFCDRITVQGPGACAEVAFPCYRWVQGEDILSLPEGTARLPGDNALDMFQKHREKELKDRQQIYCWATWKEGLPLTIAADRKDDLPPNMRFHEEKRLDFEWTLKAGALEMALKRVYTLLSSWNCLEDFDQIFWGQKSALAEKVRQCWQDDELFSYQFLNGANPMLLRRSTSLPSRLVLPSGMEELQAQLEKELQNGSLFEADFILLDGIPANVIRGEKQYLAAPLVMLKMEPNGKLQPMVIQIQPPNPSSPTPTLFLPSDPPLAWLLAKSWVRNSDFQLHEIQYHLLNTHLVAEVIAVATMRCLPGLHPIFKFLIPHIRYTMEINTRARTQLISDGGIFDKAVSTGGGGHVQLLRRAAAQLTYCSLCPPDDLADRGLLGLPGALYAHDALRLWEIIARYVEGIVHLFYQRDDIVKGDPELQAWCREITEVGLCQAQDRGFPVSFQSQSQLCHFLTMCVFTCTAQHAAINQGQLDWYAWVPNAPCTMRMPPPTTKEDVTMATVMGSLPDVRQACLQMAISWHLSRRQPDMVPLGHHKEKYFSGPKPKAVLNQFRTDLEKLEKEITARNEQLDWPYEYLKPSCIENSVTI
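Lipoxygenase turnover measured by absorbance at 573 and 405 nm after Fe-XO development. Human 12hLO 150 nM, arachidonate 40 uM, pH 7.0 Hepes buffer with detergent; 15 min compound preincubation, 30 min reaction.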
Starred values were filed as active, the others as inactive; ? = inconclusive; . = no result given; & = joins results of further samples; [ ] = another dose, or the depositor's remark. Unless noted, calls come from the whole dose curve; as a rule, active = well fitted curve in the direction sought with a large enough effect; inconclusive = small, poorly fitted or top-dose-only effect, or another doubt; inactive = no such curve, though single readings can be large; an effect the other way counts as inactive or inconclusive. Unless noted, % is set by controls: 0 for no effect and ±100 for the full control effect. This is a subset; count on the stated rates, not on these rows.

Start of the listing, in advance:
15-hLO-2 inh	IMPase cell inh	PNC assembly inh	12-hLO inh	SMILES
-12%	6	32	-10%	COc1ccccc1N1CCN(C(c2cccs2)C(C)NS(=O)(=O)c2ccccc2)CC1 (stereo not given)
1%	0	28	1%	COCCC(=O)NC12CC3CC(CC(C3)C1)C2
11%	5	-24	0%	CCn1c(=N)n(CC(=O)c2ccc(OC)c(OC)c2)c2ccccc21
.	.	-20	4%	CCCOc1cccc(C(=O)NC(=S)Nc2ccccc2)c1
-16%	9	32	-8%	CCOC(=O)c1cc2n(c1N)-c1ccccc1C2=O
-5%	-8	-15	-14%	O=C(N/N=C/c1ccc(F)cc1)c1sccc1OCc1ccc(F)cc1
?	?	49	-1%	CCN(CC)C(=O)c1sc2nc(-c3cccs3)cc(-c3ccc(Cl)cc3)c2c1N

This part in full, previewed entries included:
15-hLO-2 inh	IMPase cell inh	PNC assembly inh	12-hLO inh	SMILES
-12%	6	32	-10%	COc1ccccc1N1CCN(C(c2cccs2)C(C)NS(=O)(=O)c2ccccc2)CC1 (stereo not given)
1%	0	28	1%	COCCC(=O)NC12CC3CC(CC(C3)C1)C2
11%	5	-24	0%	CCn1c(=N)n(CC(=O)c2ccc(OC)c(OC)c2)c2ccccc21
.	.	-20	4%	CCCOc1cccc(C(=O)NC(=S)Nc2ccccc2)c1
-16%	9	32	-8%	CCOC(=O)c1cc2n(c1N)-c1ccccc1C2=O
-5%	-8	-15	-14%	O=C(N/N=C/c1ccc(F)cc1)c1sccc1OCc1ccc(F)cc1
?	?	49	-1%	CCN(CC)C(=O)c1sc2nc(-c3cccs3)cc(-c3ccc(Cl)cc3)c2c1N
.	.	?	-4%	S=C(c1ccc(-c2cc(Cl)ccc2Cl)o1)N1CCCCC1
2%	11	?	-11%	CC1CCCCN1C(=O)Cn1cc(C(=O)c2ccco2)c2ccccc21 (stereo not given)
2%	-1	11	5%	O=C(CN1C(=O)C2C3C=CC(C3)C2C1=O)NCC1COc2ccccc2O1 (stereo not given)
-19%	-5	6	5%	COc1cc(-n2c(C)nc3cc(C(=O)NCc4ccco4)ccc32)cc(OC)c1OC
-4%	?	-29	3%	CCCCCCC1CC(CSc2ncn[nH]2)OC1=O (stereo not given)
0%	1	-25	3%	CCOc1ccc(CN2C(=O)CCC2(C)C(=O)NCc2cccnc2)cc1 (stereo not given)
.	-6	10	2%	CCN1CCN(S(=O)(=O)c2ccc(C)c([N+](=O)[O-])c2)CC1
-4%	3	?	3%	CCOC(=O)c1c(-c2ccc(C)o2)csc1NC(=O)CN1CCN(CC)CC1
-3%	0	-8	1%	COc1ccccc1C(=O)N1CCN=C1SC
-2%	-5	?	-5%	CSc1nsc(SCC(=O)N2CCCc3ccccc32)n1
.	-14	-17	2%	CC1Cn2c(nnc2-c2cccc(Cl)c2)S1 (stereo not given)
-4%	6	4	-5%	COC(=O)c1c(C)noc1-c1cc(C)on1
.	3	?	?	C/C(=N/Nc1ccc(F)cc1)c1ccc(Cl)s1
-4%	2	23	-1%	Cc1cccc(N(CC(=O)N2CCCC2)S(=O)(=O)c2ccccc2)c1
2%	-2	-17	3%	C#CCOC(=O)c1ccc(-n2cncn2)nc1
.	10	15	-5%	O=C(COc1ccc(S(=O)(=O)NC2CCCCC2)cc1)NCCC1=CCCCC1
.	-10	55	2%	O=[N+]([O-])c1ccccc1S(=O)(=O)n1nnc2ccccc21
1%	5	35	-3%	O=C(O)c1nc(N2CCCCC2)ncc1Cl
.	.	?	3%	Clc1ccc(CNc2ccc(CNc3ncn[nH]3)cc2)cc1
11%	-9	23	-2%	CCC(Oc1ccccc1)C(=O)N1CC(C)CC(C)C1 (stereo not given)
.	.	-80*	-2%	CCC(=O)Nc1ccc(S(=O)(=O)Nc2ccc(Cl)nn2)cc1
14%	11	19	-5%	CCC(C)NC(=O)C1c2ccccc2C(=O)N1Cc1cc(OC)ccc1OC (stereo not given)
6%	1	?	-14%	CCOc1cc(C)c(S(=O)(=O)Nc2ccc(F)cc2)cc1C
15%	2	.	3%	CCC(C)(C)N=C(NC#N)Nc1cccnc1
.	.	39	-13%	CCOC(=O)c1c(CSc2ccc(C)cc2)oc2ccc(O)cc12
3%	7	?	-5%	COc1ccc2oc(=O)c(C(=O)N3CCc4ccccc43)cc2c1
6%	2	11	0%	Cc1ccccc1OCC(O)Cn1c(NCCN(C)C)nc2c1c(=O)n(C)c(=O)n2C (stereo not given)
-6%	6	?	-7%	O=C(NCCc1ccccc1)C1CCN(S(=O)(=O)c2cccc3nsnc23)CC1
7%	5	11	1%	CCOC(=O)C(Cc1ccccc1)C(=O)Nc1ccccc1C (stereo not given)
.	.	-1	-3%	CCOC(=O)Cn1c(=O)oc2cc(S(=O)(=O)N3CCN(C(=O)c4ccco4)CC3)ccc21
6%	4	-2	-9%	O=C(c1ccc(-c2ccccc2)cc1)N1CCN(Cc2ccccn2)CC1
-6%	-1	?	-3%	CCOC(=O)Cc1c(C)nc2cc(-c3ccc(Cl)cc3)[nH]n2c1=O
-8%[11.4 µM]	.	.	-2%[11.4 µM]	O=C(O)[C@@H]1[C@@H](C(=O)O)[C@]23C[C@@]2(C(=O)O)[C@]2(C(=O)O)CCC3=C3CCCC312
9%	.	.	0%	CCCCNC(=O)C(c1ccc(OCC(=O)OC)c(C(=O)OC)c1)N(Cc1ccccn1)C(=O)CCCCCN1C(=O)NC(c2ccc(-c3ccccc3)cc2)C(C(=O)OCc2ccccc2)=C1C (stereo not given)
12%	9	?	2%	C=CCn1c(NCc2cc(C)ccc2O)nc2ccccc21
18%	14	-2	-14%	CSc1ccc(C2Nc3ccccc3-c3cc(C)nn32)cc1 (stereo not given)
.	.	-20	-1%	O=C(CSCC(=O)NC1CCCC1)Nc1ccccc1
-3%	1	25	-7%	Cc1nc2ncnn2c(C)c1CCC(=O)Oc1ccccc1
6%	5	?	-2%	CC(C)CCNC(=O)C1CCN(c2nc3ccccc3o2)CC1
5%	4	-11	2%	O=C(Nc1cccnc1)c1ccccc1Oc1ccccc1
.	-4	?	-4%	COc1ccc(C2(C(=O)Nc3ccc(S(=O)(=O)Nc4nc(C)cc(C)n4)cc3)CCCC2)cc1OC
-6%	.	.	1%	C#CC(C)OC(=O)C(C)NC(=O)c1ccccc1 (stereo not given)
6%	10	0	-10%	c1ccc(-c2noc(CN3CCN(c4ccccc4)CC3)n2)cc1
9%	-5	?	0%	Cc1ccc(-c2nc(CS(=O)CC(=O)NCCN3CCOCC3)c(C)o2)cc1 (stereo not given)
.	-6	?	0%	Cc1ccnc2nc(C(=O)OCC(=O)NCCc3ccc(Cl)cc3)nn12
-13%	0	?	-2%	COc1cccc(S(=O)(=O)NCc2ccc(C(=O)NCc3ccco3)cc2)c1
4%	-7	-18	-4%	O=C(NCCCO)c1nc2ccccc2s1
-14%	-1	-8	1%	COCCNC(=O)c1c(N)n(/N=C/c2cccs2)c2nc3ccccc3nc12
-8%	5	20	-5%	Cc1noc(C)c1COC(=O)c1cccc(S(=O)(=O)N2c3ccccc3CC2C)c1 (stereo not given)
-8%	-5	22	2%	COc1ccc(NC(=O)c2ccc(-n3cccn3)nc2)cc1
.	-5	16	-8%	CN(CC(=O)Nc1sccc1C#N)C1CCCCC1
.	.	8	-3%	N#C/C(=C(/O)COC(=O)c1ccc(C#N)cc1)c1nc2ccccc2s1
0%	7	?	0%	O=C(NCc1ccncc1)Nc1ccc(F)cc1

(further entries)
15-hLO-2 inh	IMPase cell inh	PNC assembly inh	12-hLO inh	SMILES
1%	4	4	-8%	Cc1ccccc1NS(=O)(=O)c1ccc2[nH]cc(C(=O)NCCCN3CCOCC3)c(=O)c2c1
-2%	5	-24	-1%	COc1ccc(Cl)cc1NC(=O)c1cnc2n(c1=O)CCS2
.	.	?	-1%	COC(CNC(=O)c1ccc2nc(-c3cccs3)c(-c3cccs3)nc2c1)OC
.	?	-3	2%	CN1CCc2c(n(CC(O)CN3C(=O)c4ccccc4S3(=O)=O)c3ccccc23)C1=O (stereo not given)
.	7	-6	-9%	CC(C)(C)C(=O)Oc1ccc2cc(-c3ccc4ccccc4n3)c(=O)oc2c1
-15%	-1	2	?	COc1ccc(O)c(-c2c(-c3ccc(Cl)cc3)n[nH]c2C)c1
4%	8	4	7%	Cc1ccc(S(=O)(=O)c2c(COC(=O)c3ccccc3Cl)c(-c3ccccc3)nn2C)cc1
33%[activator]	9	2	-1%	Cc1onc(-c2c(Cl)cccc2Cl)c1C(=O)c1c[nH]c(C(=O)NCCCN2CCOCC2)c1
.	.	?	-1%	COc1ccc(-c2nc3ccc([N+](=O)[O-])cc3[nH]2)cc1
.	.	?	0%	O=C(c1nnc(Cc2ccc(Cl)cc2)o1)N1CCc2ccccc2C1
6%	.	30	0%&-7%	CCC/C=C(\CCC)C(NC(=O)Cc1ccccc1)c1ccc(C(=O)OC)cc1 (stereo not given)
.	.	27	-7%	O=C(Cc1cccs1)NCCSc1c(-c2ccc(Cl)cc2)[nH]c2ccccc12
3%	-4	4	-6%	CC(NC(=O)c1csc2ccccc12)C1CCCO1 (stereo not given)
.	?	-15	-1%	Cc1c(N)cccc1-c1nc2ccccc2[nH]1
2%	-1	-24	0%	Cc1ccc(S(=O)(=O)N2CCN(C(=O)CSc3nnc(-c4ccco4)o3)CC2)cc1
.	.	-22	?	Cc1ccc(SCCNC(=S)Nc2ccc(C)cc2C)cc1
20%	10	7	-7%	Cc1ccc(C)c(Cn2c(CN(C)Cc3ccccc3)nc3c2c(=O)n(C)c(=O)n3C)c1
21%	2	.	-2%	O=C(c1c(O)c2ccc(Cl)cc2[nH]c1=O)C1CC1
4%	1	-10	-2%	OC(CN1CCN(c2ccccc2)CC1)c1c[nH]c2ccccc12 (stereo not given)
.	.	-15	-1%	CCOC(=O)/C=C/C(=O)Nc1ccccc1C(=O)NC1CCCCC1
-14%	-13	?	0%	CC1CC(C)CN(S(=O)(=O)c2cccc(C(=O)N3C(=O)c4cccc(N)c4C3=O)c2)C1 (stereo not given)
.	2	0	-16%	Cc1cc(Br)ccc1NC(=S)Nc1cccc([N+](=O)[O-])c1
-15%	9	33	-7%	Cc1cc(C)n2[nH]c(=O)c(N=Nc3cccc(Cl)c3)c2n1
-3%	4	16	2%	CCOc1cc(/C=N/NC(=O)CN2CCCCC2)ccc1OCc1ccccc1
-6%	6	?	3%	CCCCSc1nnc(-c2cc(Br)ccc2N)c(=O)[nH]1
3%	-8	-28	-21%	O=C(OCc1nnc(-c2ccccc2)o1)c1ccc2c(c1)OCO2
3%[11.4 µM]	16[1.84 µM]	-6	1%	COc1ccc(/C=N/n2cnnc2)cc1COc1ccccn1
.	8	-9	-3%	O=C(NC(=S)N1CCc2ccccc21)c1ccccc1
.	.	-16	2%	Cc1ccccc1NC(=S)N(Cc1cccnc1)Cc1ccco1
-13%	6	4	-16%	COc1ccc(-c2cc(C(=O)N/N=C/c3sccc3C)c3ccccc3n2)c(OC)c1
-7%[11.4 µM]	.	.	0%[11.4 µM]	O=[N+]([O-])c1ccc(Cl)c(CNc2ncnc3c2ncn3[C@@H]2CCCCO2)c1
-3%	7	?	5%	O=C(NCC(c1ccco1)N1CCCC1)c1ccccc1F (stereo not given)
-4%	7	?	3%	CCNc1nc(NC(C)(C)C)nc(N(C#N)CC)n1
2%	1	24	7%	COc1ccc(CC(CC(=O)O)C(=O)Nc2ccccc2)cc1 (stereo not given)
.	4	-14	4%	O=S(=O)(c1ccc2oc3ccccc3c2c1)N1CCCC1
-9%	10	?	0%	CCOC(=O)c1ccc(Nc2nc(=O)c3cccnc3s2)cc1
.	10	41	-10%	CC(=O)Nc1cc(C(=O)N2CCc3ccccc3C2)ccc1Sc1ccc(Cl)cc1
